S1P3 antagonist – S1P3 receptor antagonists, primary screen, cell-based; Sphingosine 1-phosphate receptor 3 (Homo sapiens), Q99500; hit rate 0.27% among 170,000; CHO S1P3 NFAT-BLA reporter, FRET fluorescence, antagonist mode; inhibition, % at 4.98 µM; AID 485, 2006;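 active means inhibition above the plate cutoff, the mean inhibition of test wells on that plate plus 3 SD, cut at about 28% in these data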;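 further: cells challenged with S1P at its EC80 of 0.8 µM; blue over green emission ratio from cleaved BLA substrate after 4 h stimulation; 0% = S1P-stimulated wells and 100% = unstimulated DMSO-only wells; some compounds past the cut are filed as inactive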
RAM network inh – inhibitors of the yeast RAM network, primary screen, dse1pr::URA3 reporter, 5-FOA selection; hit rate 1.8% among 190,000; AID 868, 2007; inhibition, % at 50 µM; S. cerevisiae dse1pr::URA3 reporter, 5-FOA growth OD615, 2 d; analog-sensitive cbk1-as2 kinase mutant strain;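 active means inhibition above a set limit, 3 SD over mean compound inhibition, cut at about 8.4% in these data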;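 further: 0% = DMSO-only wells with no growth and 100% = 10 µM 1-NA-PP1 full growth; inhibition rescues growth on 5-FOA so higher OD means more RAM inhibition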
G6PDH counter – L. mesenteroides G6PDH inhibitors, counter-screen for G6PDH-coupled screening assays, biochemical, Leuconostoc mesenteroides enzyme; Purified L. mesenteroides G6PDH, diaphorase/resazurin coupled fluorescence, 45 min; glucose-6-phosphate dehydrogenase [Leuconostoc mesenteroides]; AID 1020, 2008; inhibition, % at 5 µM; hit rate 0.12% among 200,000
TLR4 MyD88 comp – inhibitors of TLR4-MyD88 association in cells, primary screen, cell-based, HeLa CL3-4, BLA complementation, FRET ratio; inhibition, % at 8.4 µM; HeLa CL3-4 TLR4/MyD88 BLA complementation; AID 861, 2007; hit rate 0.18% among 200,000; in the data active means inhibition above about 25%;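 further: 0% = vehicle and 100% = reference inhibitor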
Target sequence (O00206 whole entry, looked up): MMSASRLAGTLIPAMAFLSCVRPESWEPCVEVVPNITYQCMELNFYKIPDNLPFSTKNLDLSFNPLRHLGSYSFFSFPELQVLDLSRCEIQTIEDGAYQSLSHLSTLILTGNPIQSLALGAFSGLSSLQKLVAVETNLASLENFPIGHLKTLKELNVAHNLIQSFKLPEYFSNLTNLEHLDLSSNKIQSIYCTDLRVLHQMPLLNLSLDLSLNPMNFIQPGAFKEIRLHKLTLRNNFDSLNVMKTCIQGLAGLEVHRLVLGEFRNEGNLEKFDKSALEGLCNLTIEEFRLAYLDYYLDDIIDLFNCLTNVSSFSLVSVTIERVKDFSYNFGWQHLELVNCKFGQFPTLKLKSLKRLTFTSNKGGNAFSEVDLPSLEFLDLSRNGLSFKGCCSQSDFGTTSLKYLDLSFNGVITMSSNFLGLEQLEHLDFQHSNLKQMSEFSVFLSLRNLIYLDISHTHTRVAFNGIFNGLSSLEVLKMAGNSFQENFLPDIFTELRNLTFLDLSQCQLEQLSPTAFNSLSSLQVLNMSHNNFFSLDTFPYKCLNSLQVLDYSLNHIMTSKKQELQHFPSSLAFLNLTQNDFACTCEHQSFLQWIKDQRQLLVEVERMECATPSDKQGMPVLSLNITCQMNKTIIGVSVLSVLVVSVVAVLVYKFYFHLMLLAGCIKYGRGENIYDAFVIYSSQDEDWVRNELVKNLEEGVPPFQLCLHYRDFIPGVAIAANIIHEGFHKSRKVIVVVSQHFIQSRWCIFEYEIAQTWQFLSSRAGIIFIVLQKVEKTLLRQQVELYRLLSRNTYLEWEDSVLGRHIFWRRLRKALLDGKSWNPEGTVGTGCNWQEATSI
Target sequence (Q99836 whole entry, looked up): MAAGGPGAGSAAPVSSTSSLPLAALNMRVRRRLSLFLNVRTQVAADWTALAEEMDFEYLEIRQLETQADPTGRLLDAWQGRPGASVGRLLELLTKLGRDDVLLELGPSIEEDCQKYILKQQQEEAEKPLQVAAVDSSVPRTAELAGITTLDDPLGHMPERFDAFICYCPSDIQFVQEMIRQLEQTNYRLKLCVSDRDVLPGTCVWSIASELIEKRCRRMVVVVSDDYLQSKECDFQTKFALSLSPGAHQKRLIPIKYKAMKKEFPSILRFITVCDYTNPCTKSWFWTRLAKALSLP
DTT redox prof – compounds producing H2O2 with reducing agent – biochemical, NIH compound library profiling, artefact control for MLSCN library redox annotation, primary screen; DTT-dependent redox cycling H2O2, phenol red/HRP absorbance; 100% = 100 µM peroxide control, 0% = buffer; activation, % at 10 µM; hit rate 0.03% among 200,000;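 active means activation of at least 50% relative to the plate's high and low controls in the primary single-dose screen; inactive means activation below 50%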;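 further: compound incubated with DTT at 0.8 mM final as the reducing agent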
Diaphorase inh – diaphorase inhibitors and chemical oxidizers, primary screen, counter-screen for diaphorase-coupled primary assays, biochemical, uHTS, resorufin fluorescence | diaphorase resazurin-to-resorufin fluorescence, NADH, 16 min; bacterial (C. kluyveri) enzyme, not human | AID 1217, 2008 | hit rate 0.69% among 190,000 | inhibition, % at 20 µM;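 active means primary screen inhibition at 20 µM above a set limit, cut at about 50% in these data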;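 further: plate controls were DMSO with full reaction for no effect and wells lacking NADH for full effect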
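Test system: bacterial diaphorase enzyme (C. kluyveri); Quantity: 0.14 U/mL diaphorase, enzyme working solution; Times: reaction incubation of 16 min at room temperature; Measured by: fluorescence of resorufin formed from resazurin, Ex 544/Em 590 nm; Benchmarks: positive control minus NADH, DMSO neutral control.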
Lmaj promast – Leishmania major promastigote growth inhibition, primary screen | Leishmania major promastigotes, resazurin fluorescence viability | inhibition, % at 10 µM | hit rate 9% among 200,000;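 further: promastigotes grown with compound for 44 hours at 28 °C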
Hsp70 activator – Hsp70 transcriptional activators, primary screen, cell-based, HeLa, Hsp70 promoter luciferase, luminescence, 10 µM. activation, % at 10 µM. AID 1203, 2008. hit rate 0.04% among 200,000. HeLa Hsp70 promoter luciferase reporter; scaled: vehicle 0, proteasome-inhibitor control 100%;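 active means activation above the mean across all tested compounds plus 3 SD, cutoff set per campaign, cut at about 5.5% in these data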;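 further: 100% = MG132 at 30 µM as the positive control and 0% = DMSO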
Diaphorase act – compounds boosting diaphorase resazurin reduction – biochemical, uHTS, resorufin fluorescence, counter-screen for diaphorase-coupled primary assays, primary screen; AID 1229, 2008; activation factor at 20 µM; Diaphorase/resazurin coupled assay, 16 min; stronger effect = higher value; 1 = vehicle wells, 0 = NADH-free wells; hit rate 0.005% among 190,000;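 active means diaphorase activity raised at least twofold by the compound at 20 µM; inactive means activation factor below 2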
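Assay system: bacterial diaphorase enzyme (C. kluyveri) / Input: enzyme 0.07 U/mL final / Medium: 50 mM HEPES pH 7.4 with 4.542 mM MgCl2, 0.005% Tween 20 / Doses: single compound dose of 20 µM, 1% DMSO final / Incubation: 16 min enzyme reaction, ambient temperature / Signal: fluorescence, excitation 544 nm and emission 590 nm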
PMI act – activators of human PMI, primary screen, biochemical, fluorescence intensity, near-Km mannose 6-phosphate. purified human PMI, coupled resazurin fluorescence, 20 min; stronger effect = higher value; 1 = vehicle control, 0 substrate-free wells. activation factor at 20 µM. hit rate 0.005% among 190,000;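 active means activation factor of 2 or more at 20 µM, relative to plate controls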
PMI act satM6P – human PMI activators, high substrate, primary screen, biochemical, fluorescence intensity, near-saturating mannose 6-phosphate; coupled PMI enzyme assay, resazurin fluorescence, 20 min; stronger effect = higher value; 1 = untreated enzyme, 0 = substrate-free blank; activation factor at 20 µM; hit rate 0.34% among 190,000;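 active means activation factor of 2 or more at 20 µM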
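Material: human phosphomannose isomerase with PGI, G6PDH, diaphorase coupling enzymes. Quantity: 15 ng/mL PMI. Medium: HEPES pH 7.4 buffer with MgCl2 and Tween-20. Reagent: Near-saturating mannose-6-phosphate, 1.0 mM. Compound: 20 µM single dose. Times: enzyme reaction with compound 20 min at room temperature. Detection: resorufin fluorescence at Ex 544/Em 590 nm.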
Active calls of the source: *. Unless noted, no stated cut-off is given here; in the data, active means inhibition above about 50%; inactive means the rest.

O=C(CSc1ccccc1)N1CCC(N2CCC(C(=O)N3CCCC3)CC2)CC1 was read as S1P3 antagonist -3, RAM network inh 1.3, G6PDH counter 19, TLR4 MyD88 comp 0, DTT redox prof 0.9, Diaphorase inh 14, Lmaj promast -4, Hsp70 activator 0.0, Diaphorase act 0.9, PMI act 1 and PMI act satM6P 0.9.
Screening CCN(CC)S(=O)(=O)c1cccc(C(=O)N/N=C(\C)c2ccc(O)cc2O)c1 returned S1P3 antagonist 3, RAM network inh 0.8, G6PDH counter -15, TLR4 MyD88 comp -2, DTT redox prof -1.2, Diaphorase inh 16, Lmaj promast 68*, Hsp70 activator -0.1, Diaphorase act 0.8, PMI act 1 and PMI act satM6P 1.1.
Screening COC(=O)C(NS(=O)(=O)c1ccc(NC(C)=O)cc1)C(C)C (stereo not drawn) returned S1P3 antagonist 25, RAM network inh 1.4, G6PDH counter 8, TLR4 MyD88 comp 5, DTT redox prof 2.3, Diaphorase inh 0, Lmaj promast -4, Hsp70 activator -0.1, Diaphorase act 1, PMI act 1.1 and PMI act satM6P 1.1.
Screening O=C(NCc1ccc2c(c1)OCO2)C1CC(=O)N(c2ccc(O)cc2)C1 (stereo not drawn) returned S1P3 antagonist 11, RAM network inh 0.1, G6PDH counter 2, TLR4 MyD88 comp -10, DTT redox prof 1.0, Diaphorase inh 13, Lmaj promast 0, Hsp70 activator -0.3, Diaphorase act 0.9, PMI act 1 and PMI act satM6P 1.
COc1ccc(N=C2SC(CC(=O)Nc3ccccc3)C(=O)N2CCc2ccccn2)cc1 (stereo not drawn) was read as S1P3 antagonist -8, RAM network inh 0.5, G6PDH counter 0, TLR4 MyD88 comp -6, DTT redox prof -0.5, Diaphorase inh 11, Lmaj promast 60*, Hsp70 activator -0.4, Diaphorase act 0.9, PMI act 0.9 and PMI act satM6P 0.9.
C/C(=N\Nc1nc(N2CCOCC2)nc(N2CCOCC2)n1)c1cccc([N+](=O)[O-])c1 was read as S1P3 antagonist -9, RAM network inh 0.6, G6PDH counter -6, TLR4 MyD88 comp -15, DTT redox prof 0.5, Diaphorase inh -13, Lmaj promast 5, Hsp70 activator 0.1, Diaphorase act 1.1, PMI act 1.1 and PMI act satM6P 1.1.
`CC(=O)Nc1c(C(=O)O)oc2ccccc12` gave S1P3 antagonist -6, RAM network inh 0.2, G6PDH counter 8, TLR4 MyD88 comp -8, DTT redox prof 1.4, Diaphorase inh 11, Lmaj promast -5, Hsp70 activator -0.2, Diaphorase act 0.9, PMI act 1 and PMI act satM6P 1.
NC(=O)Nc1ccccc1C(=O)NCCc1ccccc1 was read as S1P3 antagonist -8, RAM network inh 2.3, G6PDH counter 10, TLR4 MyD88 comp -1, DTT redox prof -0.1, Diaphorase inh 6, Lmaj promast -5, Hsp70 activator 0.1, Diaphorase act 0.9, PMI act 1 and PMI act satM6P 0.9.
`O=C(c1ccccc1)N1CCN(CC#Cc2ccccc2)CC1` gave S1P3 antagonist -24, RAM network inh 1.2, G6PDH counter 4, TLR4 MyD88 comp 0, DTT redox prof -1.3, Diaphorase inh 12, Lmaj promast -6, Hsp70 activator -0.1, Diaphorase act 0.9, PMI act 1.1 and PMI act satM6P 1.
O=C(Nc1ccc(Br)cc1)C(c1ccccc1)c1ccccc1 was read as S1P3 antagonist 57*, RAM network inh 5.2, G6PDH counter 5, TLR4 MyD88 comp -11, DTT redox prof 1.1, Diaphorase inh 2, Lmaj promast -2, Hsp70 activator -0.1, Diaphorase act 1, PMI act 1 and PMI act satM6P 1.1.
`CC(O)c1cccc(NC(=O)CCCc2ccccc2)c1` (stereo not drawn) gave S1P3 antagonist -24, RAM network inh 0.5, G6PDH counter 7, TLR4 MyD88 comp 7, DTT redox prof -0.5, Diaphorase inh 15, Lmaj promast -2, Hsp70 activator 0.0, Diaphorase act 0.8, PMI act 1 and PMI act satM6P 0.9.
`Cc1ccc(CC(=O)NCc2ccc(F)cc2)cc1` gave S1P3 antagonist -4, RAM network inh 1.5, G6PDH counter 8, TLR4 MyD88 comp -15, DTT redox prof 0.1, Diaphorase inh 8, Lmaj promast -5, Hsp70 activator 0.1, Diaphorase act 0.9, PMI act 0.9 and PMI act satM6P 0.9.
Screening CC1(C)Cc2c(sc3c2C(=O)N(c2ccccc2)C2=NCCCN23)CO1 returned RAM network inh 0.4, G6PDH counter 6, TLR4 MyD88 comp -5, DTT redox prof 3.5, Diaphorase inh 2, Lmaj promast 2, Hsp70 activator -0.6, Diaphorase act 1, PMI act 1.1 and PMI act satM6P 1.
For Cc1ccc([N+](=O)[O-])c(OCCN2CCCCCC2)c1 the results were S1P3 antagonist -8, RAM network inh 0.0, G6PDH counter 16, TLR4 MyD88 comp 6, DTT redox prof -0.3, Diaphorase inh 0, Lmaj promast 97*, Hsp70 activator 0.0, Diaphorase act 1, PMI act 0.9 and PMI act satM6P 1.1.
CC1Oc2ccccc2N(CC(=O)c2ccc(F)cc2)C1=O (stereo not drawn) was read as S1P3 antagonist -2, RAM network inh 0.2, G6PDH counter 12, TLR4 MyD88 comp 4, DTT redox prof -0.1, Diaphorase inh -18, Lmaj promast 3, Hsp70 activator -0.1, Diaphorase act 1.2, PMI act 1.1 and PMI act satM6P 1.1.
`COc1cc(C2SC(C)C(=O)N2CCc2ccccc2)cc(OC)c1OC` (stereo not drawn) gave S1P3 antagonist -22, RAM network inh 0.9, G6PDH counter 7, TLR4 MyD88 comp 13, DTT redox prof -0.5, Diaphorase inh 3, Lmaj promast 4, Hsp70 activator -0.2, Diaphorase act 1, PMI act 1.1 and PMI act satM6P 1.1.
For Cc1ccc(NC(=S)NN(C)c2nc(C)cnc2C)cc1 the results were S1P3 antagonist 8, RAM network inh 0.6, G6PDH counter 3, TLR4 MyD88 comp -7, DTT redox prof 0.1, Diaphorase inh -6, Lmaj promast -2, Hsp70 activator -0.3, Diaphorase act 1.1, PMI act 1.1 and PMI act satM6P 1.
CNc1nnc(CSc2nc(C)cc(C)n2)s1 was read as S1P3 antagonist -62, RAM network inh 1.0, G6PDH counter 0, TLR4 MyD88 comp -6, DTT redox prof 1.8, Diaphorase inh 14, Lmaj promast -9, Hsp70 activator -0.4, Diaphorase act 0.9, PMI act 0.9 and PMI act satM6P 0.9.
`CCO[C@H]1OC(C(=O)NCc2nc3ccccc3[nH]2)=C[C@@H](c2ccc(C(F)(F)F)cc2)[C@@H]1CCCO` gave S1P3 antagonist -14, RAM network inh 0.1, G6PDH counter 9, TLR4 MyD88 comp -7, DTT redox prof -0.2, Diaphorase inh 14, Lmaj promast 18, Hsp70 activator 0.4, Diaphorase act 0.9, PMI act 0.8 and PMI act satM6P 0.9.
For COc1ccc(OC)c(CNC(=O)c2coc(=O)c3ccccc23)c1 the results were S1P3 antagonist -17, RAM network inh 0.8, G6PDH counter 0, TLR4 MyD88 comp 1, DTT redox prof -2.5, Diaphorase inh 10, Lmaj promast 3, Hsp70 activator -0.2, Diaphorase act 0.9, PMI act 1.1 and PMI act satM6P 1.1.
Screening O=C(O)C1=C[C@@H](c2coc3ccccc3c2=O)C[C@@H](OCc2ccc(CO)cc2)O1 returned S1P3 antagonist -21, RAM network inh 0.5, G6PDH counter 16, TLR4 MyD88 comp -2, DTT redox prof -1.2, Diaphorase inh 30, Lmaj promast -5, Hsp70 activator -0.1, Diaphorase act 0.7, PMI act 0.9 and PMI act satM6P 0.9.
For COC(=O)c1ccc(-n2nnnc2SCC(=O)Nc2ccccc2C(=O)OC)cc1 the results were RAM network inh 0.2, G6PDH counter -23, TLR4 MyD88 comp 0, DTT redox prof -5.4, Diaphorase inh 2, Lmaj promast -3, Hsp70 activator -0.2, Diaphorase act 1, PMI act 1 and PMI act satM6P 0.9.
CC1=C(C(=O)Nc2ccccc2)C(c2ccc(C)o2)n2c(s/c(=C\c3ccco3)c2=O)=N1 (stereo not drawn) was read as S1P3 antagonist 3, RAM network inh 7.5, G6PDH counter 7, TLR4 MyD88 comp 1, DTT redox prof -0.1, Diaphorase inh 26, Lmaj promast 84*, Hsp70 activator -0.5, Diaphorase act 0.7, PMI act 0.8 and PMI act satM6P 0.9.
For CCCCOC(=O)n1c(SCC(=O)N(CC)CC)nc2ccccc21 the results were S1P3 antagonist 14, RAM network inh 0.0, G6PDH counter -30, TLR4 MyD88 comp -21, DTT redox prof 0.1, Diaphorase inh 25, Lmaj promast 5, Hsp70 activator 0.1, Diaphorase act 0.8, PMI act 0.9 and PMI act satM6P 0.9.
Screening CCC(=O)c1ccc(N2CCN(C(=O)COc3ccc(F)cc3)CC2)c(F)c1 returned S1P3 antagonist 23, RAM network inh 1.6, G6PDH counter 1, TLR4 MyD88 comp -6, DTT redox prof -1.1, Diaphorase inh 14, Lmaj promast 8, Hsp70 activator -0.3, Diaphorase act 0.9, PMI act 0.9 and PMI act satM6P 0.8.
For Fc1cc2nccnc2cc1N1CCSCC1 the results were S1P3 antagonist -19, RAM network inh 0.1, G6PDH counter -14, TLR4 MyD88 comp -1, DTT redox prof 1.7, Diaphorase inh 14, Lmaj promast -3, Hsp70 activator -0.3, Diaphorase act 0.9, PMI act 0.9 and PMI act satM6P 0.9.
